# From PubChem BioAssay
# PNC assembly inh: High Content Assay for Compounds that inhibit the Assembly of the Perinucleolar Compartment; activity change (PNC), negative = inhibition, % at 10 µM; hit rate 3.1% among 140,000; AID 2417, 2010; PC3M PTB-GFP, PNC prevalence imaging, 16 h; stronger effect = lower value;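 active means readout at or below -70, meaning at least 70% loss of cells showing the perinucleolar compartment, a nuclear body marking cancer cells; inconclusive means readout between -30 and a set limit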;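 further: plate controls were DMSO wells for no effect and camptothecin positive control wells for full effect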
#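 Compounds are pinned in duplicate onto adhered PC3M cells stably expressing GFP-tagged PTB and incubated 16 h at 37 C. Cells are then fixed, nuclei stained with Hoechst, and PNC-positive cells counted.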
# ALOX12 inhib: qHTS Assay for Inhibitors of 12-hLO (12-human lipoxygenase) | purified 12-hLO, xylenol orange hydroperoxide absorbance | hit rate 0.12% among 150,000 | Potency, µM (titrated, usually from 57.1 µM), for inactives: at the highest dose activity change, negative = inhibition, usual class: inhibitors | Polyunsaturated fatty acid lipoxygenase ALOX12 (Homo sapiens), P18054; further: potency means the concentration at half of the fitted maximal effect; nearly all actives have a fitted effect of over 55% in size; many of its hits are not listed in these tables
# Target sequence (P18054 whole entry, looked up): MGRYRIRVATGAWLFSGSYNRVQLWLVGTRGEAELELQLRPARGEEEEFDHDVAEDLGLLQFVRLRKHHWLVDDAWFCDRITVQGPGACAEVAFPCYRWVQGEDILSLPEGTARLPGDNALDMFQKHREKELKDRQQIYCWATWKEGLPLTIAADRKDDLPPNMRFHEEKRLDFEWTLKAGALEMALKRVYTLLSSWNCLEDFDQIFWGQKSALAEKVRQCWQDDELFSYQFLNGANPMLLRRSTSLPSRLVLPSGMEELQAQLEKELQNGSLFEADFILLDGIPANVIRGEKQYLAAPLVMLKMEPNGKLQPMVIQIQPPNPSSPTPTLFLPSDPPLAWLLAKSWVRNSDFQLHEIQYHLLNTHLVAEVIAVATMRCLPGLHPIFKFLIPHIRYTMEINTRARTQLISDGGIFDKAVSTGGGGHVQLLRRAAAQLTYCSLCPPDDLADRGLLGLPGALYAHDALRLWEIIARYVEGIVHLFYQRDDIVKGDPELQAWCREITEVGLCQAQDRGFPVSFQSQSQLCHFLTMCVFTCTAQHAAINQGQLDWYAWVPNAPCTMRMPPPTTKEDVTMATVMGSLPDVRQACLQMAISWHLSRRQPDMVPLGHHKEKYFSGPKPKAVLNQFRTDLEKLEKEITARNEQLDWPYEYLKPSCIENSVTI
#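 Lipoxygenase turnover measured by absorbance at 573 and 405 nm after Fe-XO development. Human 12hLO 150 nM, arachidonate 40 uM, pH 7.0 Hepes buffer with detergent; 15 min compound preincubation, 30 min reaction.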
# 15-hLO-2 inh: qHTS Assay for Inhibitors of 15-hLO-2 (15-human lipoxygenase 2); Polyunsaturated fatty acid lipoxygenase ALOX15B (Homo sapiens), O15296; purified 15hLO-2, xylenol orange hydroperoxide absorbance; Potency, µM (series often up to 57.1 µM), inactives show top-dose activity change, negative = inhibition, most hits filed as inhibitors; hit rate 0.56% among 110,000; AID 881, 2007; further: potency means the concentration at half of the fitted maximal effect; nearly all actives have a fitted effect of over 60% in size; many of its hits are not listed in these tables
#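 Read-out: hydroperoxide product oxidises ferrous iron, measured as xylenol orange complex via the 573-to-405 nm absorbance ratio after 30 min. Reaction: 50 nM enzyme, 15 min compound preincubation, 45 uM arachidonic acid, 90 min RT, Hepes pH 7.5 with Triton X-100.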
# IMPase inh: qHTS Assay for Identifying the Cell-Membrane Permeable IMPase Inhibitors | Inositol monophosphatase 1 (Rattus norvegicus), P97697 | CHO-M1 cells, IP1 accumulation, HTRF TR-FRET ratio | inhibition (IP1 accumulation), % at 46.1 µM | 120,000 tested, under 10 active | AID 901, 2007; active means well fitted curve in the direction sought with a large enough effect in the signal ratio, not every such curve was filed as active; inconclusive means small, poorly fitted or top-dose-only effect, or a change in a side signal; inactive means no such curve, though single readings can be large or run the other way; the % refers to the signal ratio;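 further: cells stimulated with carbachol in lithium chloride buffer; plate controls were DMSO basal wells for no effect and reference inhibitor wells for full effect; higher means more IMPase inhibition seen as more IP1 and lower FRET ratio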
# Target sequence (P97697 whole entry, looked up): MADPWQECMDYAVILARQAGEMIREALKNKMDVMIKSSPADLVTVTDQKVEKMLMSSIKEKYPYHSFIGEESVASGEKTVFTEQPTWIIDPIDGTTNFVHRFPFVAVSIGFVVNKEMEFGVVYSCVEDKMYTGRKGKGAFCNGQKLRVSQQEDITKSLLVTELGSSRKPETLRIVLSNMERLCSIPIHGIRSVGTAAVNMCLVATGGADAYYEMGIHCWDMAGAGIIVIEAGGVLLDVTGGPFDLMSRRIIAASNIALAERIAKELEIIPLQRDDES
#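 Carbachol-driven Gq signalling in CHO-M1 cells (2000/well) generates IP1. Compounds that block IMPase raise IP1 and so reduce the FRET signal from Eu-anti-IP1 and d2-IP1 after a 10 min room-temperature lysis.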
# * = called active by the depositor; ? = inconclusive; nt = no result given; & = joins results of further samples; [ ] = remark or other dose. Unless noted, the call rests on the fitted dose curve; in most records, active means well fitted curve in the direction sought with a large enough effect; inconclusive means small, poorly fitted or top-dose-only effect, or another doubt; inactive means no such curve, though single readings can be large; an effect the other way counts as inactive or inconclusive. Unless noted, on the % scale 0 is the no-effect control and ±100 the full control effect.
SMILES,PNC assembly inh,ALOX12 inhib,15-hLO-2 inh,IMPase inh
O=C1Nc2ccc(Cl)cc2C(C#CC2CC2)(C(F)(F)F)O1 (stereo not given),nt,-10%[0.00818 µM],0%[0.0915 µM],nt
CCOC(=O)c1c(C)[nH]c(C2=NNC(=Nc3cccc(Cl)c3)SC2)c1C,-9,-5%,nt,nt
O=C(CN1CCN(S(=O)(=O)c2ccccc2)CC1)Nc1ccc([N+](=O)[O-])cc1,37,-2%,nt,nt
c1ccc(Cn2c(-c3cccs3)nc3nc4ccccc4nc32)cc1,-23,-11%,-18%,2
CN(Cc1ccccc1)Cc1nc2c([nH]1)c(=O)n(C)c(=O)n2C,-100*,3%,nt,1
COc1ccc(CSc2nc3ccccc3[nH]2)cc1,27,12%,18%,6
Cc1cc2cc(CN(CC3CCCO3)C(=S)Nc3ccccc3)c(=O)[nH]c2cc1C (stereo not given),8,0%,nt,nt
Cn1c(NCCCO)nc2c1c(=O)n(Cc1ccccc1F)c(=O)n2C,-12,0%,2%,10
CCCCCC(=O)N1CCN(CCN=CC2=C(O)CC(c3ccc(OC)cc3)CC2=O)CC1 (stereo not given),20,-4%,11%,-11
O=C1C(CCC(O)c2ccc(F)cc2)C(c2ccc(O)cc2)N1c1ccc(F)cc1 (stereo not given),nt,-8%,0%,nt
CCn1c(SCc2ccc(F)cc2)nnc1-c1nn(-c2ccccc2)ccc1=O,?,13%,12%,5
Cc1ccc(C2CC(c3cccc(Br)c3)n3nc(N)nc3N2)cc1 (stereo not given),-18,1%,3%,-5
O=C(CN1CCC(O)(c2ccc3c(c2)OCO3)CC1)N1CCOCC1,-19,-3%,-1%,1
COc1ccc(NC(=S)NC(NC(=O)/C=C/c2ccccc2)C(Cl)(Cl)Cl)cc1 (stereo not given),69,-2%,?,7
Cc1ccc(CSCCNC(=O)/C=C/c2ccccc2Cl)cc1,-23,?,2%,10
Cc1cc(C)cc(N(C(=O)c2nsc(Cl)c2Cl)C(C(=O)NC2CCCC2)c2ccc(O)cc2)c1 (stereo not given),30,0%,nt,nt
CC1(C)Cc2c(sc(NC(=O)C(C)(C)C)c2C#N)C(C)(C)N1,8,-4%,nt,3
C/C(=N\NC(=O)c1ccc(CN2CCOCC2)cc1)c1cccc([N+](=O)[O-])c1,-29,4%,nt,-4
CS(=O)(=O)N1CCC(C(=O)Nc2ccc3c(c2)OCCO3)CC1,20,1%,8%,-7
Cc1ccc(NC(=O)C(=O)NCCOc2ccccc2Cl)cc1,-14,0%,nt,nt
Cc1ccc(OCCOCCOc2ccc(Br)cc2/C=N\NC(=O)c2ccncc2)cc1,-10,3%,nt,nt
COc1ncc2ncc(=O)n(C)c2n1,nt,-2%,6%,nt
CCCc1nnc(NC(=O)Nc2ccccc2OC)s1,?,1%,nt,-4
O=C(O)C(=Cc1ccc(-c2ccccc2)cc1)C(=O)O,nt,-4%[11.4 µM],-2%[11.4 µM],nt
NCCNC(=O)c1ccc(Cl)cc1,nt,-1%&-6%,12%&5%,0&1
CCc1c(O)nc(SCC(=O)N2CCCCC2)n(-c2ccccc2C)c1=O,?,-4%,-2%,-9
COc1ccccc1NC(=S)N(CCCN1CCOCC1)Cc1cn(C)c2ccccc12,13,1%,nt,2
CC(C)Cc1c(O)nc(SCC(=O)Nc2ccc3c(c2)CCC3)[nH]c1=O,-8,-6%,nt,0
O=C(CSCC(=O)N1CCCCC1)OCC(=O)c1c[nH]c2ccccc12,-26,-5%,-7%,3
COc1cccc(-c2nc(CS(=O)(=O)CC(=O)N3CCN(C)CC3)c(C)o2)c1,-29,4%,nt,-13
CC(C)C(=O)c1c(C(C)C)nn2ccccc12,nt,-4%,10%,3
COCCn1c(SCc2nnc(-c3ccccc3)o2)nc2sc3c(c2c1=O)CCC3,51,-8%,1%,9
Cc1ccc(CNC(C)(C)CO)cc1,36,3%,nt,nt
C/C(=C\[C@@H](NP(=O)(c1ccccc1)c1ccccc1)c1ccccc1)CO[Si](c1ccccc1)(c1ccccc1)C(C)(C)C,nt,-2%,2%,nt
O=C(Nc1ccc(N2CCCC2)cc1)c1ccc([N+](=O)[O-])cc1Cl,36,-2%,nt,nt
N#CCCSCc1ccc2oc(C(=O)O)cc2c1,29,-3%,7%,-1
CC(=O)c1ccc(N2CCN(C(=O)C3CCN(S(=O)(=O)Cc4ccccc4)CC3)CC2)cc1,-8,1%,-3%,11
CCCc1[nH]nc2c1C1(C(=O)N(C(C)C)c3ccccc31)C(C#N)=C(N)O2 (stereo not given),-7,-3%,-2%,1
N#CC1=C(SCC(=O)NC2CCCCC2)NC(=O)CC1c1ccco1 (stereo not given),21,3%,-1%,-3
c1ccc2c(Nc3ccncc3)nc(-c3ccc4c(c3)OCO4)nc2c1,nt,-5%,31%[activator],nt

# Full records, quoted from the list. Values in the order: PNC assembly inh	ALOX12 inhib	15-hLO-2 inh	IMPase inh
# Entry for O=C(CSCC(=O)N1CCCCC1)OCC(=O)c1c[nH]c2ccccc12 : -26	-5%	-7%	3
# Entry for CC1(C)Cc2c(sc(NC(=O)C(C)(C)C)c2C#N)C(C)(C)N1 : 8	-4%	nt	3
# Entry for COc1ccc(CSc2nc3ccccc3[nH]2)cc1 : 27	12%	18%	6

# Remaining list, next part:
SMILES,PNC assembly inh,ALOX12 inhib,15-hLO-2 inh,IMPase inh
CCN(CC)C(=O)Oc1ccc(NC(C)=O)cc1,-26,-6%,3%,-5
Cc1ccc(-n2ncc3c(N4CCN(c5ccc(F)cc5)CC4)ncnc32)c(C)c1,?,2%,5%,11
O=C(Cn1cnc2c(nnn2Cc2ccc(F)cc2)c1=O)NCc1ccco1,37,1%,nt,-2
Cc1c(NC(=O)c2cccs2)cccc1C(=O)O,-23,1%,12%,-1
COc1cccc2c(=O)c(C(=O)O)c[nH]c12,21,-10%,-10%,?
Cc1ccc(C(=O)c2ccc(CC(=O)O)n2C)cc1,nt,1%,-8%,2[20.6 µM]
O=C(Cn1c2ccccc2c(=O)c2ccccc21)N/N=C/c1ccc(N2CCCC2)c([N+](=O)[O-])c1,?,1%,nt,-1
Oc1c(C(c2ccccc2)N2CCN(Cc3ccccc3)CC2)sc2ncnn12 (stereo not given),?,6%,8%,-4
CN=C(NC#N)SCC(=O)c1ccc(Cl)cc1Cl,?,-3%,5%,11
Cc1ccc2nc(/C(C#N)=N/O)[nH]c2c1,19,-7%,-1%[2.29 µM],4
CC(C)(C)OC(=O)N1CCC(c2cc(=O)n3[nH]c(-c4ccc(Cl)cc4)cc3n2)CC1,-84*,3%,1%,0
COCCn1c(SCC(=O)N2CCc3ccccc3C2)nc2cc(Cl)ccc2c1=O,14,-1%,nt,nt
Cc1cc(C)cc(-n2c(C)cc(C(=O)CSc3nnnn3C)c2C)c1,50,6%,12%,10
Cc1ccc(Nc2nc(C3CC3)cs2)cc1,-119*,-21%,nt,-1
O=C(C1CC1)N1CCN=C1SCc1cccc(F)c1,-25,-1%,-3%,3
COc1cc(/C=C(\C#N)c2nc3ccccc3s2)ccc1OCC(=O)Nc1ccccc1,30,0%,nt,nt
C=C(C)c1cccc(C(C)(C)NC(=O)NCc2ccc(OC)cc2)c1,-9,-2%,nt,nt
Cc1ccc(Nc2c([N+](=O)[O-])ccc3c2=NC2(CCCCC2)N=3)cc1,33,-4%,-17%,7
Cn1c(=O)[nH]c2cc(Cl)cnc21,16,0%,-2%,-6
COc1ccc2c(c1)c(C(=O)N/N=C/c1ccc(O)c(O)c1)c(C)n2C,?,6%,nt,nt
OC(COCc1ccccc1)CN1CCCC1 (stereo not given),-5,-3%,6%,-11
COC(=O)[C@@H](NC(=O)NCc1ccccc1F)C(C)C,?,0%,-6%,2
CC(=O)Nc1ccc(S(=O)(=O)Nc2cccc(NC(=O)C(C)(C)C)c2)cc1,?,6%,-6%[11.4 µM],-4[1.84 µM]
COc1ccc(F)cc1S(=O)(=O)Nc1ccc(C)cc1,19,-4%,-8%,-4
CC(C)NC1(C(N)=O)CCN(Cc2ccccc2)CC1,nt,1%[11.4 µM],2%[11.4 µM],nt
CCOC(=O)Nc1cccc(NC(=O)c2cc(OC)cc(OC)c2)c1,17,0%,nt,-1
CC[C@H](CO)NCCN[C@H](CC)CO,-115*,-1%,nt,nt
CSCCC(NC(=O)c1ccc(Cl)cc1)C(=O)OCC(=O)Nc1ccc(C#N)cc1 (stereo not given),-13,?,nt,-5
COc1ccc(-n2nnnc2SCC(=O)Nc2nnc(C)s2)cc1OC,22,0%,6%,-1
CCOc1ccccc1Oc1c(C)oc2cc(OC(=O)N3CCOCC3)ccc2c1=O,?,-22%,12%,-22
O=C(COc1ccccc1)Nc1nonc1NC(=O)COc1ccccc1,33,4%,-14%,4
CC1(C)CC(=O)c2cnc(N3CCc4ccccc4C3)nc2C1,8,1%,-6%,2
Oc1ccc2ccccc2c1C=NCc1cn2ccsc2n1,-17,-9%,?,8
CCCCCCn1c(C(C)O)nc2ccccc21 (stereo not given),?,-1%,17%,20
CCOc1ccccc1NC(=S)N(CCCN1CCOCC1)Cc1cn(C)c2ccccc12,66,-2%,nt,nt
CCCC(=O)c1cc(F)c(N2CCN(CCC#N)CC2)cc1C,?,2%,-1%,10
CC1(c2ccc(Cl)c(Cl)c2)NC(=S)N2C1NC(=S)N2c1ccccc1 (stereo not given),-23,-19%,?,5
O=S(=O)(NCCNS(=O)(=O)c1cccs1)c1cccs1,55,-2%,nt,2
O=C(CN1CCc2ccccc21)Nc1ccc2c(c1)OCO2,17,-7%,-27%,8
CC(C)(C)Cc1nnc(NC(=O)c2cc(-c3ccccc3)nc3ccccc23)s1,-7,-1%,15%,-3
Cc1cc2ncc(-c3ccc(Cl)cc3)c(N)n2n1,-108*,1%,7%,11
CCNc1nc(NCC)nc(OCCOC(C)=O)n1,7,8%,nt,-9
CCS(=O)(=O)Nc1cccc(C2=NN(S(=O)(=O)c3ccccc3)C(c3cccs3)C2)c1 (stereo not given),23,-6%,-19%,6
O=C(Cc1cccs1)N1CCC(c2nc3c(nnn3Cc3ccc(F)cc3)c(=O)[nH]2)CC1,?,-12%,6%,4
COc1ccc(CCn2c(=N)c(C(=O)N3CCN(C)CC3)cc3c(=O)n4ccccc4nc32)cc1,?,-8%,-9%,10
CCOC(=O)CCn1nc(-c2ccccc2)cc1N,?,-2%,6%,1
CCOC(=O)c1cnc(-c2cccc(OC)c2)[nH]c1=O,-8,-1%,-1%,-9
CC(=O)C1=C(C)NC(SCC(N)=O)=C(C#N)C1C (stereo not given),16,1%,2%,-5
COC(=O)c1[nH]c2ccc(C)cc2c1NS(=O)(=O)c1ccc(F)cc1,28,0%,14%,6
OCCCc1nc2n(n1)C(c1ccccc1)C=C(c1ccc(F)cc1)N2 (stereo not given),135,-8%,nt,-17
COc1ccc(OC)c(C2=Nn3c(nnc3-c3cccc(OC(C)C)c3)SC2)c1,14,-17%,-5%,9
Cn1c(=O)c2c(nc(Oc3ccc4ccccc4c3)n2C)n(C)c1=O,-8,6%,11%,6
CN1CCC(=NNC(=O)CN(c2ccc(Oc3ccccc3)cc2)S(C)(=O)=O)CC1,-5,-1%,nt,nt
Cc1nn(-c2ccccn2)c2c1-c1nc(N3CCOCC3)ncc1CC2,-10,-2%,-1%,2
O=C(O)C1C2C=CC(C2)C1C(=O)NCc1ccccn1 (stereo not given),1,-5%,-2%,-1
CCN(C(=O)c1cccs1)c1nnc(-c2ccncc2)s1,?,1%,0%,8
O=C(O)CCC(=O)NNC(=O)CCCOc1ccc(Cl)cc1Cl,?,-1%,7%,2
COC(=O)CSc1nc2c(c(=O)n(C)c(=O)n2C)n1CCC(C)C,?,8%,3%,4

# Some of the compounds tested; count on the stated rates, not on these rows.
